From PubChem BioAssay
phage Ecoli inh: growth loss of phage-infected E. coli, primary screen, RecBCD inhibitor project, absorbance, with phage, HTS; 360,000 compounds, 0.26% hits; inhibition, % at 11.9 µM; AID 651602, 2012; in the data active means inhibition above about 11%
CAL PDZ FP-1: CAL PDZ peptide-binding inhibitors, primary screen, biochemical, fluorescence polarization, Cer-tagged CAL PDZ, HTS; 330,000 compounds, 0.02% hits; inhibition, % at 20 µM; AID 504414, 2011; purified CAL PDZ, TMR-peptide fluorescence polarization, 1 h; Golgi-associated PDZ and coiled-coil motif-containing protein (Homo sapiens), Q9HD26;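 active means highest replicate inhibition of at least 40%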;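 further: plate controls were DMSO neutral control wells for no effect and unlabeled competitor peptide control wells for full effect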
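Assay system – tagged CAL PDZ protein CerCALP, purified · Timing – 1 h at RT · Compound – single point, 20 µM · Measured by – fluorescence polarization from S- and P-plane intensities, G-factor corrected · Evaluation – inhibition from polarization loss · Probe or stimulus – TMR reporter peptide T*-PRC34 · Buffer or medium – pH 7.4 phosphate-saline buffer, reducing agent, detergent, IgG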
SR-BI DiI-HDL act: activators of SR-BI mediated DiI-HDL uptake, primary screen, ldlA[mSR-BI] CHO cells, DiI fluorescence. AID 504775, 2011. activation, % at 12.5 µM. 3 h; 100 = double the neutral-control signal. 320,000 compounds, 0.096% hits;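 active means mean replicate activation of at least 60% and every replicate at or above 60%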;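 further: 0% = median plate neutral-control signal and 100% = twice that signal; values of inactives mirror those of a sister screen read the other way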
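Assay system: LDL receptor-deficient CHO ldlA cells overexpressing murine SR-BI / Medium: BSA-supplemented, HEPES-buffered Ham's F12, pH 7.4 / Probe or stimulus: DiI-labelled HDL at 10 µg/mL final / Timing: compound with DiI-HDL co-incubation, 3 h at 37 °C / Technique: bottom-read cell fluorescence after medium removal, ex 550/em 595 nm / Measure: HDL uptake via cellular fluorescence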
Ecoli viability: E. coli V3065 growth inhibition, primary screen, counter-screen for AddAB inhibitor project, absorbance, OD600; 18 h; inhibition, % at 11.9 µM; 330,000 compounds, 0.27% hits; AID 449728, 2010;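 active means inhibition above the campaign's mean inhibition across all tested compounds plus 3 SD, cut at about 9.9% in these data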;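 further: uninfected addAB+ strain grown without phage in ampicillin broth; 0% = DMSO wells and 100% = ciprofloxacin 0.95 µg/ml wells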
CAL PDZ FP-2: untagged CAL PDZ binding inhibitors, primary screen, biochemical, fluorescence polarization, HTS | purified CAL PDZ, TMR-peptide fluorescence polarization, 1 h | inhibition, % at 24.9 µM | 300,000 compounds, 0.92% hits | AID 602252, 2012;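 active means mean inhibition of at least 30% with at least half of replicates also reaching 30%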;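 further: 0% = DMSO neutral control and 100% = excess unlabeled competitor peptide PRC23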
SR-BI DiI inh: inhibitors of SR-BI mediated HDL lipid uptake, primary screen, ldlA[mSR-BI] cells, fluorescence, single point; 320,000 compounds, 0.96% hits; Scavenger receptor class B member 1 (Mus musculus), Q61009; AID 488896, 2010; inhibition, % at 12.5 µM; ldlA[mSR-BI] CHO cells, DiI-HDL uptake fluorescence, 3 h;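 active means mean replicate inhibition of at least 70% and a set share of replicates each scoring 70 or more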;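 further: 0% = median of neutral control wells and 100% = median of positive control wells; values of inactives mirror those of a sister screen read the other way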
Target sequence (Q61009 whole entry, looked up): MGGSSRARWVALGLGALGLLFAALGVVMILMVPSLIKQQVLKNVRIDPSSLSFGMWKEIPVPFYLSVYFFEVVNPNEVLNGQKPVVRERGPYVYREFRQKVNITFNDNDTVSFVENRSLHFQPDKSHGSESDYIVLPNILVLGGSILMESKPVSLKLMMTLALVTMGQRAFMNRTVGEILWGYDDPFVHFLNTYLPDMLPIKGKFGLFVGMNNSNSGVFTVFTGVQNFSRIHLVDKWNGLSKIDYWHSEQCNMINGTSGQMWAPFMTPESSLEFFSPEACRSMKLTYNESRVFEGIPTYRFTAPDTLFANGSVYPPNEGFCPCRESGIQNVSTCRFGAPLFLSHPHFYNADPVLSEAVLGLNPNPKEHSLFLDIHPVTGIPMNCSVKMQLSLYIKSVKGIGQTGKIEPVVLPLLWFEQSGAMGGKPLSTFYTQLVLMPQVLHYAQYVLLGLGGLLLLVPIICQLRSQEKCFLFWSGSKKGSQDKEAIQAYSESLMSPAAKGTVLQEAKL
Tat transport: E. coli Tat export inhibitors, primary screen, MC4100, TorA-mCherry reporter, fluorescence, single point; inhibition, % at 10 µM; 340,000 compounds, 0.036% hits; AID 488895, 2010;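 active means mean replicate inhibition at least 50% and at least half of replicates individually reaching 50%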;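 further: exported cargo escapes ClpAP degradation while cytoplasmic cargo is degraded and loses fluorescence; 0% = median of neutral control wells and 100% = median of NaSCN control wells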
Wnt act: Wnt/beta-catenin pathway activators, primary screen, cell-based, plate reader, single point | Wnt/beta-catenin reporter cell assay, activator | activation, % at 9.35 µM | 300,000 compounds, 1.2% hits | AID 743398, 2014; in the data active means activation above about 30%, passing the limit was not always enough;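 further: 0% = neutral control wells and 100% = positive control wells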
AddAB inh: growth inhibition of E. coli expressing H. pylori AddAB, primary screen, AddAB inhibitor project, absorbance; inhibition, % at 11.9 µM; 330,000 compounds, 0.29% hits; AID 435030, 2010; in the data active means inhibition above about 12%;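 further: 0% = vehicle wells of infected cells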
MITF TRPM1 HTS: activators of MITF-driven TRPM1 promoter reporter, primary screen, cell-based, SK-MEL-5, luciferase, single point | activation, % at 12.5 µM | 300,000 compounds, 0.75% hits | AID 588334, 2011 | SK-MEL-5 TRPM1-promoter luciferase, 24 h; % of positive control, neutral wells = 0;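 active means mean activation of at least 80% with every replicate also reaching 80%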;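 further: 0% = neutral control wells and 100% = parthenolide positive control wells; values of inactives mirror those of a sister screen read the other way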
* hit, by the source's call; · = no result given.

Fields – phage Ecoli inh	CAL PDZ FP-1	SR-BI DiI-HDL act	Ecoli viability	CAL PDZ FP-2	SR-BI DiI inh	Tat transport	Wnt act	AddAB inh	MITF TRPM1 HTS
- COc1ccccc1OCc1cc(C(=O)NCCN2CCCC(O)C2)no1 (centres undefined)
 : 0.8	-2.4	-13.9	-0.7	2.2	13.9	7.0	0.9	4.7	-3.6
- Cn1cnc(S(=O)(=O)Nc2ccccc2C(=O)NCC2CC2)c1
 : 1.7	-0.3	-9.5	0.8	-0.9	9.5	3.9	2.1	0.5	-5.3
- COc1ccc(C=C(c2nc3ccccc3s2)c2nc3ccccc3s2)cc1O
 : 2.8	-0.2	-69.9	0.7	1.0	69.9	2.8	·	0.4	-11.0
- COc1cccc(C=Nc2cc(C(C)C)c(O)cc2C)c1O
 : 0.5	-0.2	3.7	·	-2.1	-3.7	3.1	-6.7	·	-15.4
- Cc1ccc(NC2CC(=O)N(CCc3ccccc3)C2=O)cc1 (centres undefined)
 : 0.1	0.2	9.8	0.2	-1.6	-9.8	1.1	1.3	2.8	0.3
- CN(C)S(=O)(=O)c1cccc(NC(=O)COC(=O)c2cc(=O)[nH]c(=O)[nH]2)c1
 : 2.3	-2.1	9.0	0.3	-2.8	-8.9	-3.9	-4.0	1.9	3.3
- Cc1ccsc1/C=N/NC(=O)CNC(=O)c1c(F)cccc1Cl
 : 2.4	-2.5	4.6	-0.4	1.6	-4.6	-4.8	2.5	1.0	-0.6
- CCCN1CCC(=O)N([C@H](CSc2ccccc2)CC(C)C)CC1
 : 1.6	-0.3	14.4	-2.9	-0.8	-14.4	3.7	15.5	3.4	92.9*
- O=c1oc(-c2cccs2)nc2ccccc12
 : 1.7	-1.6	-3.1	3.6	-4.2	3.1	11.5	·	1.9	2.7
- O=C1CCCN2N=C(SCC(=O)Nc3cccc(F)c3)SC2=N1
 : 0.0	-2.5	12.0	-2.6	-0.4	-12.0	-1.6	-0.8	-0.5	-14.1
- CSc1ccccc1-c1nnc(-c2ccccc2)o1
 : 3.9	-1.8	-18.8	-1.2	2.2	18.8	-1.9	·	4.8	78.0
- Fc1cccc(Cl)c1/C=N/n1c(-c2cccnc2)n[nH]c1=S
 : 1.4	-1.6	26.7	-2.0	-1.6	-26.7	-5.7	-2.6	4.7	-5.8
- O=C(NN1CCOCC1)NC12CC3CC(CC(C3)C1)C2
 : 1.4	-0.2	·	2.5	0.0	·	-1.1	-3.3	4.5	·
- CCOCCCNC(=O)c1ccc2c(c1)ncn2-c1ccc(CC)cc1
 : 0.6	-3.0	·	-2.8	-0.8	·	-9.7	-1.2	1.3	-3.9
- CCOc1ccc(CCNC(=O)COC(=O)/C=C/c2ccccc2OC)cc1OCC
 : 1.5	1.1	-37.1	-0.5	-0.9	37.1	8.3	-1.2	0.4	3.1
- Cc1cc(C(=O)OCC(=O)Nc2cccc(S(N)(=O)=O)c2)c2ccccc2n1
 : 2.5	-1.1	6.2	0.0	-3.8	-6.2	-10.9	0.7	-0.3	-5.7
- Cc1nc(Br)c(Br)c(C)c1Br
 : 0.9	-0.3	6.1	2.9	-1.7	-6.1	-0.3	-2.6	-0.1	18.6
- COc1ccc(OC)c(S(=O)(=O)Nc2ccc(CC(=O)O)cc2)c1
 : 5.0	-0.1	10.3	-3.6	0.9	-10.3	0.1	·	2.3	-5.8
- CCn1c(SCC(=O)OC)nc2sc3c(c2c1=O)CCC3
 : 1.7	-3.4	13.6	0.2	-2.7	-13.6	1.7	·	-0.1	2.2
- CCCCCC(=O)N1CCN(CCN=CC2=C(O)CC(c3ccco3)CC2=O)CC1 (centres undefined)
 : -3.1	-0.4	-8.7	1.8	-1.6	8.7	-5.1	4.1	2.6	·
- COc1ccc(NC(=O)C/C(C)=N/NC(=O)c2ccco2)c([N+](=O)[O-])c1
 : 1.0	-1.4	13.9	-0.1	-6.0	-13.9	-5.8	2.9	2.2	0.4
- Cc1ccc(NC(=O)CCN2C(=O)OC(C)(C)C2(C)O)cc1 (centres undefined)
 : 0.9	0.6	8.9	-0.2	-0.6	-8.9	2.0	0.9	0.6	10.2
- CC(C)CCc1c(O)nc(SCC(=O)N2CCCCCC2)[nH]c1=O
 : 3.0	-4.0	-2.6	-0.6	-2.2	2.6	-1.4	-2.6	3.0	7.5
- COc1cccc(-c2nc3cc(C)ccc3o2)c1
 : 3.6	-0.9	16.6	1.6	-1.0	-16.6	-4.5	40.6*	2.8	-9.3
- O=S(=O)(c1ccc(NCCc2c[nH]c3ccccc23)nc1)N1CCOCC1
 : 1.5	-2.5	-14.2	-0.6	-1.3	14.2	1.4	-10.8	2.4	·
- O=C(/C=C/c1ccco1)Nc1cccc(-c2nc3ccccc3[nH]2)c1
 : 1.6	-1.2	-33.8	2.4	·	33.8	3.4	6.6	0.9	34.0
- O=C(O)C1=C[C@@H](c2csc3ccccc23)C[C@@H](OCCCCO)O1
 : 1.0	-0.5	6.8	-0.3	1.6	-6.8	-4.7	1.1	6.8	3.3
- COc1ccc(OC)c(NC(=O)Nc2nnc(N3CCC(C)CC3)s2)c1
 : 3.4	0.0	2.7	-1.9	·	-2.7	2.3	-1.9	1.2	·
- COc1ccc2c(CC(=O)OCC(=O)Nc3ccc(S(N)(=O)=O)cc3)coc2c1
 : 0.3	-2.9	24.7	2.5	-1.8	-24.7	-5.2	2.0	2.0	-1.4
- O=C(Nc1ccccc1F)C1CCCN1S(=O)(=O)c1ccc(Cl)cc1 (centres undefined)
 : 6.1	0.3	4.1	-1.8	-2.0	-4.1	-3.3	-2.6	-0.8	-2.4

Two of the compounds above, with tabs:
compound	phage Ecoli inh	CAL PDZ FP-1	SR-BI DiI-HDL act	Ecoli viability	CAL PDZ FP-2	SR-BI DiI inh	Tat transport	Wnt act	AddAB inh	MITF TRPM1 HTS
COc1ccc(OC)c(NC(=O)Nc2nnc(N3CCC(C)CC3)s2)c1	3.4	0.0	2.7	-1.9	·	-2.7	2.3	-1.9	1.2	·
COc1ccc2c(CC(=O)OCC(=O)Nc3ccc(S(N)(=O)=O)cc3)coc2c1	0.3	-2.9	24.7	2.5	-1.8	-24.7	-5.2	2.0	2.0	-1.4

Continuation.
Fields – phage Ecoli inh	CAL PDZ FP-1	SR-BI DiI-HDL act	Ecoli viability	CAL PDZ FP-2	SR-BI DiI inh	Tat transport	Wnt act	AddAB inh	MITF TRPM1 HTS
- O=C(N/N=C/c1coc2ccc(Cl)cc2c1=O)c1cc(O)cc(O)c1
 : 1.5	-0.6	-25.5	·	5.3	25.5	-4.2	-0.9	·	0.8
- CC1CCc2c(sc(NC(=O)COC(=O)C3CCCO3)c2C#N)C1 (centres undefined)
 : 2.3	-0.9	-7.0	0.1	·	7.0	0.6	1.9	0.3	20.4
- O=c1[nH]cnc2c1c(-c1ccccc1)cn2-c1cccc(Cl)c1
 : 3.0	-6.3	-3.8	2.2	-4.8	3.8	9.6	-0.2	3.4	17.7
- CCOC(=O)c1c(C)[nH]c(C(=O)NNC(=O)c2ccccc2)c1C
 : ·	-0.3	3.6	-0.5	·	-3.6	-13.0	13.8	-2.1	-0.2
- Cn1ncc([N+](=O)[O-])c1C(=O)NC1CCCCCC1
 : 4.0	-1.4	15.9	·	2.7	-15.9	6.6	-0.5	·	-11.2
- CCN(c1ccccc1)S(=O)(=O)c1cccc(C(=O)NCc2ccncc2)c1
 : 0.2	-1.5	23.4	-0.6	-2.3	-23.4	-1.8	0.0	0.7	-3.3
- COc1ccc(CCNC(=O)/C=C/C(=O)O)cc1
 : 2.4	-0.2	25.2	2.2	3.4	-25.2	-3.6	-1.2	0.7	-5.6
- CCOC(=O)Cc1csc(NC(=O)CSc2nccn2C)n1
 : 1.5	-1.7	14.0	0.2	10.9	-14.0	-1.8	0.5	4.4	-8.8
- CCOc1ccccc1C=NN=Cc1ccccc1O
 : 4.4	-0.5	-14.5	·	-4.1	14.5	-0.9	11.3	·	39.2
- Cc1cccc(C)c1OCc1cc(C(=O)N2CCC(C3CCCCC3)C2)no1 (centres undefined)
 : 0.7	-0.3	9.0	0.7	7.5	-9.0	9.5	23.9	1.7	56.3
- O=C(CCc1nc2ccccc2c(=O)[nH]1)N1CCN(S(=O)(=O)c2ccc(F)cc2)CC1
 : 2.1	-0.5	8.0	-3.0	8.3	-8.0	6.2	1.4	1.4	-2.7
- CCCc1cnc(N2CCN(C(=S)NC)CC2)nc1
 : 1.5	-0.1	-0.8	0.6	8.4	0.8	6.3	39.7*	-1.4	·
- CCCC(=O)NNC(=O)CC(=O)Nc1ccccc1C(=O)O
 : 2.4	-3.4	23.0	-1.3	-6.1	-23.0	-0.1	4.9	-0.1	10.2
- Cc1ccc(NC(=O)COC(=O)c2cc(Cl)ccc2Cl)c(Br)c1
 : 3.9	0.7	8.9	1.5	-2.3	-8.9	-11.9	19.6	4.6	7.3
- C/C(=N/NC(=O)c1ccncc1)c1c[nH]c2ccccc12
 : 2.1	-0.2	1.5	-0.1	-4.5	-1.5	-5.6	·	2.1	3.0
- COc1cccc(CNC(=O)C2CCN(S(=O)(=O)c3ccc4c(c3)CC(C)N4C(=O)C3CC3)CC2)c1 (centres undefined)
 : 1.4	-3.5	-15.3	-0.1	-3.1	15.3	8.3	-2.7	-0.5	2.9
- S=C(NCc1ccncc1)NC1CCCCC1
 : 4.3	-2.6	24.4	-2.7	-2.6	-24.4	-6.9	-0.1	-0.9	8.7
- Cc1ccc(C23CC4CC(CC(NC(=O)NCCN(C)C)(C4)C2)C3)cc1
 : 1.5	-4.3	0.9	-2.4	-6.1	-0.9	0.4	-5.9	-0.9	·
- CC(=O)Oc1ccc(C(=O)Nc2ccccc2C(=O)Nc2cccc(C(=O)O)c2)cc1
 : 0.2	-3.5	24.1	-2.3	·	-24.1	0.3	0.3	-2.2	·
- O=C(c1ccccc1Oc1ccccc1)N1CCN(c2ccccc2F)CC1
 : 3.8	-0.5	13.9	-1.5	-1.8	-13.9	2.3	·	0.6	-2.1
- Cc1c(Br)c([N+](=O)[O-])nn1CC(=O)N1CCCc2ccccc21
 : -0.3	·	-16.4	1.0	-4.7	16.4	14.0	·	-1.1	0.8
- COc1ccc(N2C3=[N+](CCCC3)CC2(C)O)cc1 (centres undefined)
 : -0.1	-3.1	37.5	-2.7	·	-37.5	-7.1	·	-2.0	-9.3
